ABHD4 inh = ABHD4 (mouse) inhibition, primary FP screen. Q8VD66. purified mABHD4, FP-Rh probe fluorescence polarization. inhibition, % at 8.92 µM. actives 0.54% (n = 370,000);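 active means inhibition exceeding the mean over every tested compound plus 3 SD, cut at about 30% in these data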;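 further: 0% = plate median of compound wells and 100% = S159A mutant with DMSO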
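assay system = mABHD4 protein | compound dosing = single nominal dose of 8.92 µM, 0.89% DMSO final | read-out basis = percent inhibition of probe binding, normalized to plate controls | schedule = Enzyme–compound pre-incubation 45 min, then probe 60 min, both 25 °C | detection = fluorescence polarization, excitation 525 nm, emission 598 nm, BODIPY TMR filters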
NR1D1 modulator = modulators of human Rev-erb alpha DNA binding; Rev-erbα–FITC-DNA binding, fluorescence polarization, 90 min; activity, % at 10 µM; actives 0.79% (n = 370,000);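 active means activity above about 14%, limit read from the data; passing the limit was not always enough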;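 further: 0% = DMSO wells with 35 nM protein and 100% = DMSO wells with 750 nM protein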
SMARCA2 act = activators of SMARCA2 function. MG213 cells, MMTV-luciferase reporter, dexamethasone, overnight. activation, % at 9.1 µM. actives 1% (n = 370,000); in the data active means activation above about 7.8%;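 further: 0% = vehicle wells and 100% = reference activator wells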
ASAP1 inh = ASAP1 ArfGAP inhibition. ASAP1-stimulated ARF1 GTP hydrolysis, GDP FP detection. inhibition, % at 16.5 µM. actives 0.19% (n = 360,000). AID 624377. Q9ULH1; in the data active means inhibition above about 25%;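 further: 0% = vehicle with enzyme and substrate and 100% = no enzyme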
rCAG RNA binder = molecules binding r(CAG) RNA repeats; r(CAG) RNA repeat, TO-PRO-1 dye displacement fluorescence; actives 1.3% (n = 370,000); inhibition, % at 3 µM;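 active means inhibition above the plate cutoff, the mean of all test compounds on that plate plus 3 SD, cut at about 35% in these data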;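 further: 0% = DMSO alone and 100% = 100 µM mitoxantrone as full dye displacement; higher means more dye released from RNA so lower well fluorescence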
NPR1 activator = GC-A (human) enzyme activation; P16066; activation, % at 10 µM; HEK293 GC-A cells, cGMP TR-FRET, EC30 ANP; 0% at EC30 ANP, 100% saturating ANP; actives 0.14% (n = 370,000); in the data active means activation above about 40%
HTRA1 inh = inhibitors of human serine peptidase HTRA1 | Q92743 | recombinant HTRA1, FP-rhodamine activity-based probe, fluorescence polarization | inhibition, % at 5.96 µM | actives 0.5% (n = 340,000) | AID 504803; in the data active means inhibition above about 36%;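 further: 0% = enzyme with DMSO and 100% = wells lacking enzyme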
ARFGAP1 inhibitor = inhibits rat ARF GTPase activating protein 1; Q62848; Arfgap1-stimulated ARF1 GTP hydrolysis, GDP FP detection; inhibition, % at 16.5 µM; actives 0.26% (n = 360,000); AID 651572;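 active means inhibition above a per-plate limit, mean inhibition of low control wells plus 3 SD, cut at about 25% in these data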;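 further: 0% = DMSO wells with enzyme and 100% = wells lacking Arfgap1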
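material = rat Arfgap1 catalytic domain, aa 1-136 | also added = human ARF1(Δ1-17)-GTP substrate | compound dosing = one concentration, 16.5 µM, DMSO 1.26% | times = GTP hydrolysis reaction 2 h at 25 °C | measured by = FP, GDP Alexa 633 tracer displaced from anti-GDP antibody, 620/688 nm | evaluation = percent inhibition of Arfgap1-stimulated GTP hydrolysis | replication = single well per compound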
PG9 binder = PG9 antibody binding by small molecule. TR-FRET gp120-PG9 antibody binding. inhibition, % at 6.7 µM. actives 0.43% (n = 360,000); in the data active means inhibition above about 8.5%
GC-B act = GC-B (human) receptor activation. AID 1920062. P20594. activation, % at 10 µM. actives 0.11% (n = 370,000). HEK293-GC-B cells, CNP EC30, cGMP TR-FRET; 0% at EC30 CNP, 100% saturating CNP;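 active means activation at 10 µM reaching about 35% in either raw or pattern-adjusted values, limit read from the data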
Target sequence (P20594 whole entry, looked up): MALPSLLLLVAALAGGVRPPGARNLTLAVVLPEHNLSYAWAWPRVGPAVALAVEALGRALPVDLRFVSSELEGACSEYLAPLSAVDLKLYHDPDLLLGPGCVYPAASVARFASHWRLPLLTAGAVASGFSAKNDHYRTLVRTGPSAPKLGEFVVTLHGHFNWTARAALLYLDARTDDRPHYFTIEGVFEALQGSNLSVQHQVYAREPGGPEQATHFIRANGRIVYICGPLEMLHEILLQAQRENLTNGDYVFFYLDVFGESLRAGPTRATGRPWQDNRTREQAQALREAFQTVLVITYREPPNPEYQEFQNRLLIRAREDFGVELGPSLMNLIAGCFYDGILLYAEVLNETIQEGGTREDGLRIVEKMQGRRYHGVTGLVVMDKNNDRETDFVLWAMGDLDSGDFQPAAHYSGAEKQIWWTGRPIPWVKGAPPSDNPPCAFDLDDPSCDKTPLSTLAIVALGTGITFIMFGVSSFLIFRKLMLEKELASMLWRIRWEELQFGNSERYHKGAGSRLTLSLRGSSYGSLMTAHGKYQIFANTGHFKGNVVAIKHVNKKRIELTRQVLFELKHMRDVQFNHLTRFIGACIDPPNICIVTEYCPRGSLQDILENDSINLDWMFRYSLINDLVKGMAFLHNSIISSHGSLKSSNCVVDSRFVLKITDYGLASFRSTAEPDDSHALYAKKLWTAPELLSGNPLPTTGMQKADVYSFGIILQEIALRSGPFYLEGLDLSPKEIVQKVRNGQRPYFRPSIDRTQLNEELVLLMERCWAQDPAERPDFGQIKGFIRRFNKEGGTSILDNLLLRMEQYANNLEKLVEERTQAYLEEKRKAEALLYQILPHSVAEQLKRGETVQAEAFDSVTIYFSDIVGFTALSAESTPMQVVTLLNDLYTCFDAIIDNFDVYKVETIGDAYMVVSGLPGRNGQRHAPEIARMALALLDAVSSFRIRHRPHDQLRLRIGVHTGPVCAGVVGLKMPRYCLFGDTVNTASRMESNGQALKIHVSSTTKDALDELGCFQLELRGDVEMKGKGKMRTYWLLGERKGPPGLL
* = called active by the depositor; nt = no result given.

Order of results – ABHD4 inh	NR1D1 modulator	SMARCA2 act	ASAP1 inh	rCAG RNA binder	NPR1 activator	HTRA1 inh	ARFGAP1 inhibitor	PG9 binder	GC-B act
- Cn1c(CCNC(=O)c2ccccc2F)nnc1SCc1nc2ccccc2c(=O)[nH]1
  -1	5	-4	3	0	-1	7	-4	-4.0	1
- CN1C(c2ccccc2)CC(C)(O)CC1c1ccccc1 (stereo unspecified)
  -5	0	3	13	1	-2	nt	17	-1.1	-3
- Cc1cc2ncn(C3CC(=O)N(C)C3=O)c2cc1C (stereo unspecified)
  2	5	1	-7	0	4	-5	1	0.8	6
- O=C(Cn1c(NCCO)nc2ccccc21)c1ccc(Cl)cc1Cl
  2	-1	1	10	5	1	-9	1	-1.8	2
- N/C(=N\OC(=O)c1cccc(F)c1)c1cccc([N+](=O)[O-])c1
  2	-4	2	4	1	0	3	1	-0.5	-1
- CCC(=O)NCCc1nc2cc(NC(=O)c3ccc(Cl)cc3)ccc2n1C
  0	5	2	-1	3	7	1	10	-3.9	2
- O=C(COc1ncnc2sccc12)N1CCN(C(=O)c2ccco2)CC1
  -1	-5	-4	12	9	0	3	2	-0.3	5
- CCCOC(=O)NC(CC)COC(=O)Nc1cccc(C)c1C (stereo unspecified)
  -1	7	2	-8	-3	-7	1	-6	2.6	-9
- Cc1cc([N+](=O)[O-])nn1Cc1noc(C(=O)NCCCn2ccnc2)n1
  -6	-2	0	3	3	-1	-2	4	-3.0	-1
- Cn1cc(C(=O)Nc2ccc(F)c(Cl)c2)cn1
  5	7	3	-2	1	-3	2	12	-1.1	0
- O=C(CSc1nnc(Cc2ccccc2)o1)c1ccc2c(c1)OCO2
  1	4	1	17	4	3	-2	2	2.1	0
- COc1ccc(F)c(CN2CCC(n3nccc3NC(=O)CCCc3ccccc3)CC2)c1
  -1	-2	-1	2	-9	-9	-6	-5	-2.2	9
- COC(=O)[C@H](Cc1ccc(O)cc1)NC(=O)Cn1cnc2c(SC)nc(N)nc21
  10	0	-1	-7	1	1	2	7	1.2	1
- Cc1ccc(CNc2nc3cc(-c4ccccc4)sc3c(=O)n2C)c(C)c1
  -21	6	-6	5	4	-1	nt	-1	0.4	-5
- Cc1oc2ccc(OCC(N)=O)cc2c1C(=O)OC(C)C
  5	0	0	-1	-2	0	1	2	-1.3	-5
- CC(=O)c1ccc(S(=O)(=O)Nc2cccc(-c3cn4c(n3)SCC4)c2)cc1
  3	0	0	4	12	-2	2	6	-1.5	0
- N#Cc1c(SCc2cccc(Cl)c2)sc(C(=O)c2ccccc2)c1N
  9	6	-1	-3	7	3	-32	-6	-0.5	-3
- COC(=O)CCCn1cc(CN2CC(N3CCN(C4CCN(C)CC4)CC3)CS2(=O)=O)nn1 (stereo unspecified)
  -1	-5	-6	-4	0	3	nt	-5	0.2	1
- Cc1ccc(NC(=O)Cc2nnc(SCC(=O)c3ccc(Br)cc3)n2C)cc1Cl
  -6	7	-2	2	3	-8	nt	7	-1.2	-10
- COc1cccc(-c2cc(C(F)(F)F)n3ncc(C(=O)O)c3n2)c1
  -1	-3	-1	0	2	-2	2	-6	0.0	-3
- COC(=O)Cc1ccc(NC(=S)N2CCN(c3cc(Cl)ccc3C)CC2)cc1
  2	2	-2	0	-1	-13	nt	4	-2.4	2
- CCOc1ccccc1CNC(c1ccccc1)c1ccccc1
  -8	8	2	-1	-4	-26	-13	-2	0.5	-10
- NS(=O)(=O)c1ccc(NC(=O)COc2ccc(S(=O)(=O)N3CCCC3)cc2)cc1
  -3	0	1	7	1	-2	-4	-16	-1.1	-1
- CCN(CC)S(=O)(=O)c1cc(NC(=O)C2CC(=O)N(Cc3ccccc3)C2)ccc1Cl (stereo unspecified)
  0	-8	-3	8	7	0	-11	7	-0.4	-1
- Cc1sc2ncnc(N3CCC(C(=O)NNC(=O)COc4ccc(Br)cc4)CC3)c2c1C
  -7	2	-2	16	1	-7	-21	-4	1.2	-10
- COc1ccc(CNC(=O)C2CCN(S(=O)(=O)c3ccc4c(c3)NC(=O)CO4)CC2)cc1
  3	4	1	7	0	-2	2	3	-1.1	-1
- CCOc1ccc(N2C(=O)/C(=C/c3ccccc3OCC(=O)OC)N(CC(=O)OC)C2=S)cc1
  -6	-1	-1	-12	0	1	-2	-3	-1.7	4
- COc1ccc(NC(=O)Nc2cc(C(=O)O)ccc2N2CC3CC(C2)c2cccc(=O)n2C3)c(OC)c1 (stereo unspecified)
  -2	0	-1	4	5	-1	4	4	-0.6	11
- CCN1CCN(Cc2ccc(NC(=O)c3cc(NC(=O)c4cc(-c5ccc(OC)cc5)n[nH]4)cc(OC)c3)cc2C(F)(F)F)CC1
  -88	1	4	26*	5	-4	-105	31*	-1.6	-4
- CCCn1c(NC(=O)CSCC(=O)Nc2cc(C)on2)nc2ccccc21
  3	-3	-1	-6	-7	1	-1	4	0.1	0
- CC12CN3CC(C)(CN(C1)C3c1ccc([N+](=O)[O-])o1)C2 (stereo unspecified)
  3	-3	2	-1	-2	-2	1	5	0.5	0
- CCOC(=O)C(CC)n1cnc2c(nnn2-c2ccc(F)cc2)c1=O (stereo unspecified)
  -5	0	-1	10	-1	-1	9	2	-0.3	-2
- CCOc1cc(C(=S)N2CCOCC2)ccc1OS(=O)(=O)c1ccc(C)cc1
  3	-1	-4	-3	2	-4	-9	-12	0.1	-1
- Cc1cc(NC(=O)COC(=O)CSc2nc3cc(Cl)ccc3n2Cc2ccccc2)no1
  -10	-4	-4	4	9	-4	-6	-1	2.4	-13
- COc1ccc(C(=O)CN(C(=O)c2ccc(Cl)cc2)N2C(=O)c3ccccc3C2=O)cc1
  3	-4	-2	0	6	-5	-5	-9	0.0	4
- CC(C)(C)OC(=O)NC(Cc1ccccc1)C(=O)NCCCC(=O)O (stereo unspecified)
  9	3	-2	8	-2	0	-7	10	3.1	-3
- CCOc1ccccc1NC(=S)NCC1CCCO1 (stereo unspecified)
  -7	0	0	-11	-8	6	5	-3	0.9	3
- COC(=O)NC(NC(=S)Nc1ccc([N+](=O)[O-])cc1)C(Cl)(Cl)Cl (stereo unspecified)
  -1	-2	-2	6	9	6	-16	2	0.3	10
- Cc1cc(C)c(S(=O)(=O)NCCc2ccccc2)c(C)c1
  -9	-2	3	6	-5	-15	-19	3	-0.5	-7
- N#CCCN1CCN(S(=O)(=O)c2ccc(S(=O)(=O)N3CCCCCC3)cc2)CC1
  -3	-6	1	0	-3	-3	-6	5	-1.0	0
- COc1ccccc1NC(=S)N1CCN(c2cccc(C)c2C)CC1
  -6	3	-1	7	-4	-1	-3	0	-1.5	3
- CC(=O)c1c(C)oc2ccc(N(C(C)=O)S(=O)(=O)c3ccc(F)cc3C)cc12
  2	3	-2	-4	-2	4	2	-5	-2.2	-1
- CC(C)N1CCc2c(sc(NC(=O)c3ccc(S(=O)(=O)N4CCCCC4C)cc3)c2C(N)=O)C1 (stereo unspecified)
  -3	-3	2	7	-2	-1	-8	7	0.1	5
- CCOc1cc(N2CCOCC2)c(OCC)cc1NC(=O)c1ccc(OCc2c(C)noc2C)c(OC)c1
  -4	2	-3	3	-3	4	9	-6	-0.6	6
- Cc1csc(NC(=O)CCSCCc2ccccn2)n1
  -4	-5	-3	11	0	1	0	1	0.3	-2
- C(=N\Nc1nc(N2CCCCCC2)nc(N2CCCCCC2)n1)/c1ccccc1
  1	5	-4	-4	-1	0	-14	7	-2.7	0
- COc1ccc(-c2noc3c2-c2nc(-c4c(F)cccc4F)sc2CC3)cc1
  5	10	3	-5	0	-2	-4	-10	-3.0	-9
- Fc1ccc(-c2csc(N3CCC(c4ccccc4)C3)n2)cc1 (stereo unspecified)
  -1	-1	0	-1	3	-1	1	7	-0.6	-15
- CC(C(=O)NCC1CCCCC1)N(C)CC(=O)Nc1ccc(N2CCOCC2)cc1 (stereo unspecified)
  1	-5	0	6	-8	-5	10	1	-0.1	0
- Cn1cnnc1SCc1ccc(F)c2ccccc12
  5	4	2	4	-3	-1	-3	2	-1.3	-3
- N#Cc1c(N)[nH]c(C(=O)c2ccccc2)c1-c1ccccc1Br
  21	15	-3	0	7	-3	nt	2	-1.4	3
- COc1ccc(NC(=O)N(C)C[C@@H]2Oc3ccc(NC(=O)NC(C)C)cc3CC(=O)N([C@H](C)CO)C[C@@H]2C)cc1
  2	-2	5	3	-2	0	3	-1	-2.1	0
- Cc1ccc2nc3c(c(C(=O)OCC(=O)N(C)C4CCS(=O)(=O)C4)c2c1)CCCC3 (stereo unspecified)
  -2	-3	3	0	-5	-3	-8	-5	-2.0	3
- Cn1c(=O)c2c(nc3n2CC(O)CN3c2ccccc2)n(C)c1=O (stereo unspecified)
  2	3	-2	-16	-3	1	2	2	0.3	4
- O=C(NNC(=O)C1CCCN(S(=O)(=O)c2cccc(F)c2)C1)C1CC1 (stereo unspecified)
  -1	-2	-1	-2	0	3	7	6	-0.9	6
- CC(=O)c1ccc(NC(=O)Nc2ccncc2)cc1
  -3	-1	3	-5	1	-5	-5	-2	-1.3	-9
- O=c1cc2c(nn1Cc1ccccc1Cl)-c1ccccc1CC2
  -9	-2	4	7	0	3	-25	10	-1.8	9
- CC(=O)c1c(N2CCN(C(=O)c3ccco3)CC2)nc(=S)n(-c2ccccc2)c1C
  -6	-2	-1	4	-3	-2	1	7	-1.8	-1
- COC(=O)CCC(=O)Nc1ccc(NC(C)=O)cc1
  -4	3	-2	-11	-3	4	12	18	-1.1	3
- Cc1cc(C)c(C)c(S(=O)(=O)N2CCSCC2)c1C
  -4	19*	4	25*	-5	-3	-2	-2	-2.0	2

Quoted at random: four compounds from above.
Order of results – ABHD4 inh	NR1D1 modulator	SMARCA2 act	ASAP1 inh	rCAG RNA binder	NPR1 activator	HTRA1 inh	ARFGAP1 inhibitor	PG9 binder	GC-B act
- O=C(NNC(=O)C1CCCN(S(=O)(=O)c2cccc(F)c2)C1)C1CC1 (stereo unspecified)
  -1	-2	-1	-2	0	3	7	6	-0.9	6
- Cc1cc(C)c(C)c(S(=O)(=O)N2CCSCC2)c1C
  -4	19*	4	25*	-5	-3	-2	-2	-2.0	2
- COc1ccc(-c2noc3c2-c2nc(-c4c(F)cccc4F)sc2CC3)cc1
  5	10	3	-5	0	-2	-4	-10	-3.0	-9
- CC(=O)c1ccc(NC(=O)Nc2ccncc2)cc1
  -3	-1	3	-5	1	-5	-5	-2	-1.3	-9

Next records:
Order of results – ABHD4 inh	NR1D1 modulator	SMARCA2 act	ASAP1 inh	rCAG RNA binder	NPR1 activator	HTRA1 inh	ARFGAP1 inhibitor	PG9 binder	GC-B act
- CCCc1cc(C(=O)Nc2cc(Cl)ccc2O)no1
  -17	1	2	0	13	2	-20	9	-2.1	-4
- CCC(Cc1ccccc1)n1c(=S)[nH]c2ccccc2c1=O (stereo unspecified)
  -13	3	-3	9	0	3	-34	1	-0.5	-2
- C=CCOC(=O)C1=C(C)N=C2SCCC(=O)N2C1c1cccs1 (stereo unspecified)
  -7	-1	-1	9	6	-8	-6	1	-3.3	-7
- O=C(c1cccs1)N1CCN(c2cc(Cl)ccc2Cl)CC1
  -10	9	1	1	-7	0	-3	3	-3.0	-7
